# Screening results from PubChem.
# FLuc counter – counter-screen for miR-21 project: firefly luciferase inhibitors or activators | P08659 | purified FLuc, Km substrates, luminescence inhibition | Potency, µM (series often up to 57.5 µM), inactives show at the highest dose activity change, negative = inhibition, hits mostly inhibitors | 6.9% of 360,000 active;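 further: potency means the concentration at half of the fitted maximal effect; plate controls were vehicle for no effect and reference inhibitor for full effect; nearly all actives have a fitted effect of over 55% in size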
# Target sequence (P08659 whole entry, looked up): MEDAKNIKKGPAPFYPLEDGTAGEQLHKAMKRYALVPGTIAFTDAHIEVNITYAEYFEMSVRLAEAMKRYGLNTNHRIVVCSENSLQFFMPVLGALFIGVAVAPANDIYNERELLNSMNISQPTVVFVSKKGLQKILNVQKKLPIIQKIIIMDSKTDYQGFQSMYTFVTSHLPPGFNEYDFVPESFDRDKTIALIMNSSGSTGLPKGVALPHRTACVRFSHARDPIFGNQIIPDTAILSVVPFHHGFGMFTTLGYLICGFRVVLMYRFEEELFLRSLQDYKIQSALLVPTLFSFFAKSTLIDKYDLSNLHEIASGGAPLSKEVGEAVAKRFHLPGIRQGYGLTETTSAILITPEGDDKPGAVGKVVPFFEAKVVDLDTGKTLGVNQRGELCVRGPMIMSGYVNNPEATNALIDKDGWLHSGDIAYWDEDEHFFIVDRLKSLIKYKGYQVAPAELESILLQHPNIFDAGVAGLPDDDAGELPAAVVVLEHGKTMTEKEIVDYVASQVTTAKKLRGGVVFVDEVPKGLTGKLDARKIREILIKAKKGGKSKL
#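 Purified P. pyralis luciferase, 10 nM final, with Km-level 10 uM D-luciferin and 10 uM ATP in 50 mM Tris acetate pH 7.5, 10 mM Mg acetate, 0.01% Tween-20, 0.05% BSA; 6-point qHTS titration about 60 µM downward; luminescence read.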
# ELG1 genotoxic – induces genotoxicity in HEK293T cells with luciferase-tagged ELG1; HEK293T ELG1-luciferase reporter, luminescence, 16 h; Potency, µM (series often up to 46 µM), inactives show at the highest dose activity change, positive = activation, usual class: activators; 1.3% of 330,000 active; AID 504466; further: potency means the concentration at half of the fitted maximal effect; % of control where 0% means no effect; nearly all actives have a fitted effect of over 60% in size
#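 Genotoxicity was scored as increased ELG1-luciferase reporter signal, measured by ONE-Glo luminescence (30 min, room temperature). Compound or vehicle exposure of the HEK293T reporter cells lasted 16 hr at 37°C.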
# Giardia killer – kills Giardia lamblia. AID 540267. Giardia lamblia trophozoite viability. activity change, % at 7.66 µM, hits read low. 0.15% of 340,000 active; in the data active means activity change below about -80%; inconclusive means between about -30% and that limit;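 further: parasites exposed to compound for two days anaerobically before the ATP read; on the % scale 0 is the no-effect control and ±100 the full control effect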
#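 Luminescent ATP signal served as the viability read-out, measured 15-30 min after adding ATP detection reagent to trophozoites that had been incubated with compounds for 48 hrs at 37 deg C anaerobically at 100 cells/well.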
# p53 reactivator – restores transcriptional activity of mutant p53; H1299 p53-A138V BP100-luciferase reporter, luminescence, 24 h; Potency, µM (top dose mostly 92.2 µM), without a hit: top-dose activity change, positive = activation, hits mostly activators; 0.063% of 320,000 active; further: potency means the concentration at half of the fitted maximal effect; % of control where 0% means no effect; nearly all actives have a fitted effect of over 45% in size
#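 H1299 (p53-null), stable ts p53-A138V + BP100-Luc; 1000 cells/well, Opti-MEM/10% FBS; cpd 4 pt, 1:5; 24 h, 37 deg C, 5% CO2; detection reagent 10 min RT; luminescence.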
# Menin-MLL TR inh – displaces Texas Red mutant MLL peptide from human menin | Menin + Texas Red MLL mutant peptide, fluorescence polarization | Potency, µM (highest dose often 61.6 µM), without a hit: at the highest dose FP activity change, negative = inhibition, hits mostly inhibitors | 0.23% of 270,000 active; active means well fitted inhibition curve with a large enough effect in the polarisation, with a control signal flat, not every such curve was filed as active; inconclusive means small, poorly fitted or top-dose-only effect, or effect the other way, or a change in a side signal; inactive means no such curve, though single readings can be large or run the other way; the % refers to the polarisation; further: potency means the concentration at half of the fitted maximal effect; % of control where 0% means no effect; many of its hits are not listed in these tables
# Rab9 prom act – Rab9 promoter activation. 2.8% of 320,000 active. Potency, µM (doses to about 9.22 µM), for the others: at the highest dose activation, negative = inhibition, usual class: activators. Huh7 Rab9 promoter-luciferase reporter, luminescence, 24 h; further: potency means the concentration at half of the fitted maximal effect; % of control where 0% means no effect; nearly all actives have a fitted effect of over 60% in size
#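 Luminescence from Amplite-detected luciferase (10 minutes, ambient) reports Rab9 promoter activation. Before that, stable Rab9-luciferase Huh7 cells (1500/well, reduced-serum OP-MEM I plus 10% FBS) were exposed to compound for 24 hours at 37C.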
# Gal4-VP16 FLuc – inhibits Gal4-VP16 luciferase reporter, ROR gamma counter-screen | 3.5% of 310,000 active | Drosophila S2 Gal4-VP16 UAS-luciferase, luminescence, 20 h | Potency, µM (titrated, usually from 53.6 µM), inactives show at the top dose activity, negative = inhibition, actives largely listed as inhibitors | AID 2546;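 further: Gal4-VP16 expression switched on by copper sulfate through the metallothionein promoter; potency means the concentration at half of the fitted maximal effect; on the % scale 0 is the no-effect control and ±100 the full control effect; nearly all actives have a fitted effect of over 50% in size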
# NPC1 prom act – activates the NPC1 promoter; Huh7 NPC1 promoter luciferase reporter, 24 h; Potency, µM (highest dose often 9.22 µM), for the others: top-dose activation, hits mostly activators; 2.4% of 320,000 active;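 further: potency means the concentration at half of the fitted maximal effect; % of control where 0% means no effect; nearly all actives have a fitted effect of over 60% in size; reporter is driven by a mutant NPC1 promoter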
#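 Compounds in DMSO were transferred onto Huh7 NPC1-luciferase reporter cells pre-incubated 2 h; after 24 h at 37 °C, Amplite reagent was dispensed and luminescence recorded 10 min later.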
# BRCA1 expr act – activators of BRCA1 expression; Potency, µM (titrated, usually from 46.1 µM), for inactives: at the top dose activation, hits mostly activators; 1.1% of 380,000 active; MCF7-BRCA1-FFLuc reporter, luminescence, 48 h; response scale: scaled: vehicle 0%, 10 µM genistein 100%; further: potency means the concentration at half of the fitted maximal effect; nearly all actives have a fitted effect of over 80% in size; some results filed as inactive show a strong effect at the top dose
#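 MCF7-BRCA1-FFLuc, 2000 cells/well; 2 h attach, 37 °C/5% CO2; compound 48 h; luciferase substrate 15 min; luminescence end-point. Norm. to genistein 10 microM max activation and DMSO; concentration-response curves fitted.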
# RORgamma inh – inhibitors of mouse ROR gamma transcriptional activity; Potency, µM (top dose mostly 53.6 µM), for the others: top-dose activity change, negative = inhibition, actives largely listed as inhibitors; P51450; 5.4% of 310,000 active; Drosophila S2 Gal4-RORgamma UAS-luciferase reporter, 20 h; further: potency means the concentration at half of the fitted maximal effect; on the % scale 0 is the no-effect control and ±100 the full control effect; nearly all actives have a fitted effect of over 60% in size
#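 In this cell-based reporter format, copper sulfate (700 uM final) drives Gal4–ROR gamma fusion expression from a metallothionein promoter in Drosophila Schneider cells; compounds preincubated 1 hr, reporter read after 20 hr at ambient temperature.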
# PKM2 act – increases activity of human pyruvate kinase M2; P14618; purified PKM2, Kinase-Glo ATP luminescence, activation; response scale: 0% is enzyme alone, no compound; Potency, µM (top dose mostly 57.5 µM), inactives show at the top dose activation, usual class: activators; 0.34% of 260,000 active; AID 1631; further: potency means the concentration at half of the fitted maximal effect; on the % scale 0 is the no-effect control and ±100 the full control effect; nearly all actives have a fitted effect of over 55% in size
# Target sequence (P14618 whole entry, looked up): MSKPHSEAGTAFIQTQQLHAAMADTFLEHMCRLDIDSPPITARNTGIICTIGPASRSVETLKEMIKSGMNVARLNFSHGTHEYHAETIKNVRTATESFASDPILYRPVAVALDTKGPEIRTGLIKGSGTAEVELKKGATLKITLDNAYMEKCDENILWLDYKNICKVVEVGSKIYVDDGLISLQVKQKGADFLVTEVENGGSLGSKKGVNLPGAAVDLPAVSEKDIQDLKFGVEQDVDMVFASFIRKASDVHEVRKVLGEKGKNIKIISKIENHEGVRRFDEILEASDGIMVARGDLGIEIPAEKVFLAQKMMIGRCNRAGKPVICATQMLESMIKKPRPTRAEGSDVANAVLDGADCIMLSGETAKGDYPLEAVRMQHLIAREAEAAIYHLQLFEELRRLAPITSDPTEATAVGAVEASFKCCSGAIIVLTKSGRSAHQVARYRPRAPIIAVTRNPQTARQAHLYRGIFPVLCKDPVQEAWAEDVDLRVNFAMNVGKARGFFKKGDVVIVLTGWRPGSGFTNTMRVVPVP
#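 Purified hPK-M2 (>95% pure) converted ADP (0.1 mM final) to ATP with 0.5 mM PEP in 50 mM imidazole pH7.2, KCl, MgCl2, Tween 20, BSA; 1 h at room temperature. ATP detected by Kinase-Glo luminescence.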
# The depositor's hits bear a star; ? = inconclusive; / = not tested or not shown; & = joins results of further samples; ! = a repeat was not active; [ ] = another dose, or the depositor's remark. Unless noted, the call rests on the fitted dose curve; in most records, active means well fitted curve in the direction sought with a large enough effect; inconclusive means small, poorly fitted or top-dose-only effect, or another doubt; inactive means no such curve, though single readings can be large; an effect the other way counts as inactive or inconclusive. The list is partial; the hit share may differ from the screen's.
# Screens in order – FLuc counter	ELG1 genotoxic	Giardia killer	p53 reactivator	Menin-MLL TR inh	Rab9 prom act	Gal4-VP16 FLuc	NPC1 prom act	BRCA1 expr act	RORgamma inh	PKM2 act
CCCCNC(=O)N1CCN(C(c2ccccc2)c2ccccc2)CC1
    0%	-6%	1	-3%	?	-4%	13%	-6%	-19%	-39%	/
COc1ccc2c(c1)CC/C2=N\NC(=O)c1ccccc1
    12µM*	?	17	?	-6%	?	?	?	?	?	-4%
Cc1occc1C(=O)N/N=C/C=C\c1ccccc1[N+](=O)[O-]
    ?	3%	22	2%	0%	10%	?	11%	?	?	1%
Cc1nc2n(n1)C(O)c1cc([N+](=O)[O-])ccc1S2 (configuration not stated)
    1%	-1%	/	9%	2%	1%	4%	2%	/	13%	0%
CC12COC3(C(=O)Nc4ccc(Cl)cc4)CC1CCC32C (configuration not stated)
    -4%	-3%	1	-10%	6%	-3%	-6%	-2%	4%	21%	0%
Cc1ccc(CNC(=O)C2=NNC(=O)CC2)cc1
    -1%	0%	-1	-13%	5%	4%	1%	0%	-27%	14%	1%
COc1ccc(N=Cc2c(O)n(-c3cccc(C)n3)c(=O)c3ccccc23)c(OC)c1
    0%	7%	1	1%	/	-3%	-6%	6%	-14%	6%	2%
CC1(C)CN(c2ccc(-c3ccnc4ncnn34)cc2)C1=O
    ?	13µM*	8	-1%	14%	10%	23%	10%	1%	-15%	0%
O=S(=O)(c1ccc(Cl)cc1)N1CCN(Cc2ccc(O)c3ncccc23)CC1
    0%	14%	5	11%	1%	-16%	2.8µM*	-8%	-85%	1µM*	3%
Cc1ccc(-c2nc3ccccc3[nH]2)cc1NC(=O)c1ccco1
    15µM*	24%	-13	8%	29%	11%	2%	12%	48%	22%	-6%
COc1ccc(S(=O)(=O)N2CCC(C(=O)Nc3ccccc3N3CCCCC3)CC2)cc1OC
    -2%	-13%	-10	-15%	2%	1%	-6%	-3%	-39%	5%	5%
CCC(=O)N1c2ccc(S(=O)(=O)CCC(=O)N3CCN(c4ccccc4F)CC3)cc2CC1C (configuration not stated)
    5%	2%	-11	/	-9%	0%	0%	0%	-4%	-15%	-2%
Cn1ccc(C(=O)OCC(=O)c2ccccc2)n1
    27µM*	?	-5	33%	4%	21%	-4%	11%	60%	-39%	-9%
COC(=O)CCC(NC(=O)c1cc(C)oc1C)C(=O)OC (configuration not stated)
    -3%	1%	13	10%	-11%	-1%	0%	-3%	1%	28%	2%
O=C1Oc2ccccc2C(=O)/C1=C/c1ccccc1O
    ?	0%	5	21%	?	-6%	-18%	-3%	-43%	?	-1%
CC1(C2CC2)NC(=O)N(CC(=O)N2CCN(c3ccccc3)CC2)C1=O (configuration not stated)
    2%	4%	10	-5%	/	17%	/	0%	0%	/	/
Cc1c(NC(=O)Nc2cccc(Cl)c2)c(=O)n(-c2ccccc2)n1C
    2%	2%	-5	1%	-8%	-3%	0%	0%	0%	4%	?
Cc1ccc(C(=O)c2oc3ccccc3c2N)cc1
    17µM*	?	5	?	6%	?	20%	?	41%	37%	2%
CN(Cc1cnn(C)c1)C(=O)C1CCCCC1C(=O)O (configuration not stated)
    1%	1%	-26	2%	18%	-1%	-1%	-2%	-6%	-7%	1%
COc1ccc(N2CCN(C(=O)c3ccc(COc4ccc([N+](=O)[O-])cc4)o3)CC2)cc1
    -3%	-8%	13	/	-2%	-2%	/	-5%	-54%	/	-1%
COc1cc(/C=C/c2cc[n+](C)cc2)ccc1OCC(=O)Nc1ccccc1
    ?	5%	4	11%	/	1%	-6%	1%	0%	0%	/
COc1ccc(S(=O)(=O)N2CCOCC2)cc1Cl
    2%	-1%	-5	-1%	1%	4%	7%	-4%	1%	4%	2%
CCN1CCN(C(=O)CCCCCn2c(=O)[nH]c3cc(C(=O)OC)ccc3c2=O)CC1
    -1%	0%	6	-2%	-1%	-7%	-3%	-3%	0%	-18%	-6%
CCc1nnc(NC(=O)CCC(=O)N2CCN(C3CCCCC3)CC2)s1
    0%	0%	-11	-11%	-2%	0%	-8%	2%	0%	-16%	4%
COc1cc(NC(=O)CSc2ncnc3sc4c(c23)CCCC4)c(C(=O)O)cc1OC
    -2%	4%	4	-2%	?	-7%	-2%	-5%	-2%	-22%	1%
CC1=NN(c2ccccc2)C(=O)/C1=C\c1ccc(Oc2ccc([N+](=O)[O-])cc2[N+](=O)[O-])cc1
    ?	9%	6	-9%	?	3%	?	-5%	-59%	-39%	5%
NC(=O)CC(NC(=O)Cc1ccc(Cl)cc1)c1ccc(NC2CCCC2)c([N+](=O)[O-])c1 (configuration not stated)
    0%	1%	5	-8%	/	-11%	0%	-16%	-2%	37%	-1%
CCC(=O)Nc1ccc(C(=O)COC(=O)c2sc(C)nc2C)cc1
    0%	-1%	5	11%	/	0%	/	-1%	-2%	/	/
C=CCn1nnnc1-c1cc(Cl)cc(Cl)c1
    3%	-4%	-4	-1%	-2%	-39%[inhibitor]	-1%	-5%	-4%	-16%	2%
Cn1c(SCCCC(=O)c2ccccc2)nnc1-c1ccncc1
    0%	1%	0	11%	-3%	-22%	-4%	-2%	5%	36%	1%
CCOc1ccc2nc(NC(=O)Cn3c(C)csc3=O)sc2c1
    4.8µM*	12%	-22	24%	/	7%	/	14%	?	/	/
O=C(NC(=S)Nc1ccc(S(=O)(=O)Nc2ncccn2)cc1)c1ccc(Br)cc1
    -2%	-1%	-5	2%	?	-1%	1%	-2%	-11%	-7%	1%
COc1cccc(-c2nnc3sc(-c4ccccn4)nn23)c1
    -18%	13%	-3	13%	-4%	-2%	-5%	11%	?	25%	-6%
CCCc1cc(C(N)=O)c(NC(=O)c2ccoc2C)s1
    ?	-3%	-2	2%	?	-18%	?	-14%	-1%	25%	4%
CCCCn1c(NCCO)nc2ccccc21
    -1%	5%	7	-2%	-9%	-2%	-3%	-3%	39%	27%	-8%
COc1cc(NC(=O)NCCN2CCN(c3ccc(Cl)cc3)CC2)ccc1C
    4%	-3%	-3	4%	16%	-4%	4%	-2%	-36%	-12%	7%
O=S1c2ccccc2Nc2ccccc21
    -2%	2%	-29	-13%	/	0%	/	1%	0%	/	/
CC(=O)N1CCc2c(sc(NC(=O)C3CCN(S(=O)(=O)c4cccs4)CC3)c2C(N)=O)C1
    0%	9%	12	-9%	/	-2%	/	0%	0%	/	/
O=C(NCCc1ccc(Cl)cc1)c1ccc(=O)[nH]c1
    -2%	-1%	3	3%	?	5%	-24%	3%	-2%	-18%	-2%
Cc1ccc(NC(=O)CSCc2ccco2)cc1
    15µM*	?	-7	8%	0%	4µM*	7%	?	10µM*	38%	8%
O=C(NCc1cccnc1)Nc1ccc(Cl)cc1
    -13%	13%	-1	2%	/	9%	15%	5%	44%	3%	-7%
COc1ccc(N=c2sc3ccccc3n2C)cc1
    6µM*	8.2µM*	-7	?	-3%	2.2µM*	-15%	2.5µM*	28%	?	-1%
O=C(OCc1ccccc1)C1=NNC2C(=O)N(c3ccccc3)C(=O)C12 (configuration not stated)
    -1%	0%	-14	-4%	-11%	-4%	4%	-2%	-22%	-1%	6%
O=C(N/C(=C\c1cccs1)C(=O)N1CCOCC1)c1cccs1
    -16%	0%	11	1%	24%	-3%	0%	4%	5%	-27%	-9%
O=C(/C=C/c1ccc(F)cc1)c1ccc(N2CCOCC2)cc1
    1.2µM*	4%	-4	8%	/	26%	-22%	6%	16%	-17%	-3%
c1ccc(N2CCN(c3nc4cc5c(cc4s3)OCO5)CC2)cc1
    1.1µM*	11%	-14&-13	?	-1%	0.71µM*	4%	0.79µM*	4µM*!	18%	1%
CC(=O)NC1=NN(C(C)=O)C(c2ccccc2)S1 (configuration not stated)
    -2%	4%	-6	2%	14%	0%	-12%	-7%	23%	-3%	0%
COc1ccc(OC)c(NC(=O)c2ccc(S(=O)(=O)N3CCOCC3)cc2)c1
    1%	14%	2	-4%	11%	3%	-5%	-6%	-14%	8%	0%
COc1ccc(CCNC(=O)C2CCN(C(=O)c3ccccc3C)CC2)cc1
    2%	-8%	2	5%	-10%	-1%	-2%	-2%	-33%	36%	/
COC(=O)C(C#N)C(c1cccnc1)c1c(C)[nH][nH]c1=O (configuration not stated)
    3%	3%	-13	8%	-13%	-10%	-4%	4%	-1%	-24%	0%
